High-throughput results deposited in PubChem by NCI.
NCI-60 one-dose screen, 48 h, at 10 µM unless noted. Numbers give growth in % (100 = growth as untreated, 0 = no growth, -100 = all killed).
HOP-62 – HOP-62 NSCLC; AID 1794735; 3.9% of 80,000 active
CCRF-CEM – CCRF-CEM leukemia. AID 1794778. 7% of 77,000 active
EKVX – EKVX NSCLC; 3% of 71,000 active
A549/ATCC – A549/ATCC NSCLC; 3.7% of 81,000 active
M14 – M14 melanoma. 6.2% of 80,000 active. AID 1794745
SK-MEL-5 – SK-MEL-5 melanoma; 6.4% of 80,000 active; AID 1794755
HOP-92 – HOP-92 NSCLC cells; 6.3% of 71,000 active; AID 1794738
LOX IMVI – LOX IMVI melanoma; 7.4% of 79,000 active; AID 1794757
An asterisk follows results filed as active; . = no result given; & = joins results of further samples. Rule for the calls: active = growth percent below 10; inactive = the rest.

SMILES	HOP-62	CCRF-CEM	EKVX	A549/ATCC	M14	SK-MEL-5	HOP-92	LOX IMVI
COc1ccc(/C=C2/C(=O)NC(SCC(=O)N3CCN(c4cc5c(cc4F)c(=O)c(C(=O)O)cn5C4CC4)CC3)=NC2N)cc1OC (stereo not drawn)	110	99	88	107	106	104	101	103
Nc1cc(-c2ccccc2)nn1-c1nc(-c2ccc(F)cc2)cs1	77	92	77	81	102	99	92	100
COc1ccc(S(=O)(=O)O)cc1N=N/C(=N/Nc1cc(S(=O)(=O)O)ccc1OC)C(=O)Nc1ccccc1	97	103	.	114	94	103	.	93
CCOC(=O)c1c2c(c(C)n1Cc1ccccc1)-c1nc(Nc3ccccc3)ncc1CC2	114	87	78	84	99	87	52	92
CCCCn1cnc(-c2cc(-c3ccc(F)cc3)cc(C(F)(F)F)c2)n1	98	92	.	75	88	104	66	61
Cc1ccc(Nc2nnc(-c3c[nH]c4ccccc34)o2)cc1	86	88	78	105	96	103	72	88
CCCOC(=O)NCCOS(=O)(=O)c1ccccc1	104	54	95	103	106	100	.	95
O=C1CCCCC1Sc1ccc(Cl)cc1 (stereo not drawn)	117	26	91	89	97	94	116	80
COc1cc(-c2csc(NC(=O)c3ccc(N4CCOCC4)c(C(F)(F)F)c3)n2)cc(OC)c1OC	34	14	34	32	13	-6.5*	58	23
CCCN(C)CC(C)(O)CNc1cc(OC)cc2cccnc12 (stereo not drawn)	99	98	101	96	99	101	99	91

Overlap with the part before: 4 compounds, followed by the next part.
SMILES	HOP-62	CCRF-CEM	EKVX	A549/ATCC	M14	SK-MEL-5	HOP-92	LOX IMVI
CCCOC(=O)NCCOS(=O)(=O)c1ccccc1	104	54	95	103	106	100	.	95
O=C1CCCCC1Sc1ccc(Cl)cc1 (stereo not drawn)	117	26	91	89	97	94	116	80
COc1cc(-c2csc(NC(=O)c3ccc(N4CCOCC4)c(C(F)(F)F)c3)n2)cc(OC)c1OC	34	14	34	32	13	-6.5*	58	23
CCCN(C)CC(C)(O)CNc1cc(OC)cc2cccnc12 (stereo not drawn)	99	98	101	96	99	101	99	91
CCOC1=C2C=C(c3ccc(F)cc3)C(=O)OC2Oc2ccccc21 (stereo not drawn)	115	106	77	109	.	90	30	109
CN1C2C=CC(=O)C1C1C(=O)N(c3ccccc3)C(=O)C12 (stereo not drawn)	91	51	106	106	105	92	32	39
CCc1cccc(Sc2cc(C(=O)N3Cc4ccc(OCCN(C)C)cc4C3)ccc2O)c1	71	29	39	43	78	26	57	47
CC(=O)CC(=O)CS(=O)(=O)c1ccccc1	101	98	108	92	111	103	91	100
CC(=O)O[C@]1(C(C)=O)CCC2C3C=C(C)C4=CC(=O)CCC4(C)C3CCC21C (stereo partly drawn)	100	84	77	86	96	68	100	100
COc1cccc(-c2nc3sccn3c2-c2ccnc(NCCNS(=O)(=O)c3ccccc3)n2)c1	114	43	.	65	36	28	63	48
COc1cc2nc(C(=O)NCCN(C)C)n(N)c(=O)c2cc1OC	96	104	93	108	95	92	103	97
COc1ccc(-n2nc(C(=O)NCCCCC(=O)NO)nc2-c2ccccc2)cc1	59	23	99	88	73	81	68	93
C=C1C(=O)O[C@H]2[C@H]1CC/C(COC(=O)CCCCCCCC(=O)OC/C1=C/CC[C@@]3(C)O[C@H]3[C@H]3OC(=O)C(=C)[C@@H]3CC1)=C\CC[C@@]1(C)O[C@@H]21	79	5.9*	19	83	8.2*	18	18	-52*
CC(C)(C)c1cc(/N=C/c2ccc(Cl)cc2)n(-c2ccccc2)n1	119	88	110	115	109	91	112	98
COc1cc(-c2nnc(SCC(=O)Nc3ccc(C(=O)/C=C/c4ccc(Cl)cc4)cc3)o2)cc(OC)c1OC	88	97	90	97	94	86	94	86
COc1ccc(S(=O)(=O)NCCNc2nccc(-c3c(-c4cccc(OC)c4)nc4occn34)n2)cc1	117	118	107	105	111	97	109	102
CN1CCOCCOCCOc2ccccc2NC(=O)c2nc(cnc2N)-c2ccc(cc2)S1(=O)=O	92	2.1*	80	50	27	60	96	30
O=c1ccc(=O)n(-c2nc(-c3ccc(Br)cc3)cs2)[nH]1	70	78	74	95	78	89	76	69
CN1CCC[C@]2(C)[C@H]3CC[C@]4(C)[C@@H](O)/C(=C/c5ccccn5)C[C@H]4[C@@H]3CC[C@@H]12	107	97	103	99	103	104	.	92
CC/C(=C/c1ccccc1)C(=O)O	116	98	104	92	104	101	99	96
NS(=O)(=O)c1ccc(-c2nonc2Oc2ccccc2)cc1	82	100	92	86	103	94	.	97
Cc1cc(C)c2nc3nc(C)cc(C)c3c(N)c2c1	34	42	28	20	34	27	-1.9*	7.8*
CCC(CC)C(=S)N1CCN(c2ccccc2)CC1	121	91	112	96	98	96	79	107
CC1CC(C)/C(=N/NC(N)=O)C(C(O)CC2CCC(=O)NC2=O)C1 (stereo not drawn)	49	16	34	28	34	32	.	27

Some of the entries above, set out differently.
> COc1cc(-c2nnc(SCC(=O)Nc3ccc(C(=O)/C=C/c4ccc(Cl)cc4)cc3)o2)cc(OC)c1OC
  HOP-62: 88 | CCRF-CEM: 97 | EKVX: 90 | A549/ATCC: 97 | M14: 94 | SK-MEL-5: 86 | HOP-92: 94 | LOX IMVI: 86

> COc1ccc(S(=O)(=O)NCCNc2nccc(-c3c(-c4cccc(OC)c4)nc4occn34)n2)cc1
  HOP-62: 117 | CCRF-CEM: 118 | EKVX: 107 | A549/ATCC: 105 | M14: 111 | SK-MEL-5: 97 | HOP-92: 109 | LOX IMVI: 102

> CN1CCOCCOCCOc2ccccc2NC(=O)c2nc(cnc2N)-c2ccc(cc2)S1(=O)=O
  HOP-62: 92 | CCRF-CEM: 2.1* | EKVX: 80 | A549/ATCC: 50 | M14: 27 | SK-MEL-5: 60 | HOP-92: 96 | LOX IMVI: 30

> O=c1ccc(=O)n(-c2nc(-c3ccc(Br)cc3)cs2)[nH]1
  HOP-62: 70 | CCRF-CEM: 78 | EKVX: 74 | A549/ATCC: 95 | M14: 78 | SK-MEL-5: 89 | HOP-92: 76 | LOX IMVI: 69

(next part)
SMILES	HOP-62	CCRF-CEM	EKVX	A549/ATCC	M14	SK-MEL-5	HOP-92	LOX IMVI
O=C(O)Cc1ccc(Cl)c(Cl)c1	96	101	.	97	102	103	.	97
Clc1ccc(-c2nnc(Cn3nnc4ccccc43)o2)cc1	95	89	87	106	98	109	83	93
CCc1ccccc1C(=O)N(CC)CC	103	98	97	97	103	104	107	99
S=C(N/N=C\c1ccccc1Cl)N/N=C/c1ccccc1Cl	102	121	94	108	111	104	.	99
COc1nc2ccc(C)cc2cc1-c1nc2c(cnn2-c2ccccc2)c(=O)[nH]1	71	79	85	84	71	77	79	70
O=C(NNc1ccccc1)c1ccccn1	94	63	84	83	57	96	94	27
CCCCCCCCCCOC(=O)Nc1cccc2ccccc12	107	96	98	101	99	105	106	94
COC(=O)CC(=O)c1cccc([N+](=O)[O-])c1	105	93	107	105	112	114	103	100
CC[C@H](CC[C@@H](C)[C@H]1CC[C@H]2[C@@H]3CC[C@@H]4/C(=C\c5ccco5)C(=O)/C(=C\c5ccco5)C[C@]4(C)[C@H]3CC[C@]12C)C(C)C	108	101	99	103	99	97	91	.
O/N=C(/CSc1n[nH]c(-c2ccncc2)n1)c1ccc(Cl)cc1	103	105	99	99	101	103	87	96
Cc1nc2ccccc2n1C(=O)CN1CCOCC1	92	97	97	107	99	100	105	93
O=C(Cn1cc(C2CC2)nn1)Nc1nc(-c2ccc(Br)cc2)cs1	95	94	85	94	.	87	97	97
CC(C)C(=O)Nc1ncc(C(=O)NCCN(Cc2ccccc2)C(=O)c2ccc(S(=O)(=O)Nc3ccccc3)cc2)s1	94	96	98	103	101	91	106	104
CN(C(=O)Nc1ccccc1)c1ccccc1	91	97	105	96	106	103	.	.
COc1ccccc1-c1ccc2c(C)nc3oc(-c4cc(OC)c(OC)c(OC)c4)nc3c2n1	99	111	89	96	102	92	107	85
COc1ccc(-c2nc(-c3ccccc3O)cn3ccnc23)cc1	78	85	.	91	75	74	84	75
CCCCCCCCCCC(O)CCCCCCCCCC	106	.	.	.	122	103	127	93
O=C(Cn1nncc1CN1C(=O)CSC1=O)Nc1ccc(O)cc1	101	110	93	106	99	103	112	95
CCN(CC)CCOC(=O)C1(CCC(C)C)CCCCC1	99	95	112	110	96	104	88	94
C/C(=C(\C)c1ccc(N)cc1)c1ccc(N)cc1	83	80	90	86	91	97	71	90
O=[N+]([O-])c1cccc(-c2ncc(-c3ccc(Cl)cc3Cl)[nH]2)c1	46	.	91	94	5.5*	95	.	-100*
CC(=O)Nc1ccc(F)cc1	103	.	101	105	99	.	77	96
O=C(c1nc2ccccc2[nH]1)C1C(c2ccc(F)cc2)C2CSCN2[C@@]12C(=O)Nc1ccccc12 (stereo partly drawn)	104	98	94	79	95	95	112	95
C#C[C@]1(O)CC[C@H]2[C@@H]3CC=C4c5sc(Nc6cc(OC)ccc6OC)nc5CC[C@]4(C)[C@H]3CC[C@@]21C	41	14	43	38	-1.1*	6.5*	51	5.2*
COCOc1ccc(/C=C/C(=O)NC(Cc2ccccc2)C(=O)C(=O)NCc2ccccc2)cc1OCOC (stereo not drawn)	100	97	93	97	104	99	.	92
O=C(Oc1cccc2ccccc12)c1ccccc1	118	.	92	109	120	97	99	104
Cn1c2ccccc2c2nn(C(=O)c3ccccc3)c(=O)nc21	115	97	.	116	104	.	.	99
C=C(c1ccc(OC)cc1)C(CC)c1ccc(OC)cc1 (stereo not drawn)	93	81	93	63	101	81	62	94
CN(C)CCNC(=O)c1ccc(-c2nc3ccc4[nH]ncc4c3c3c2COCC3)cc1	5.2*	2.2*	33	38	.	3.6*	-24*	-72*
O=C(CN1C(=O)NC(c2ccccc2)(c2ccccc2)C1=O)c1ccc(N2CCOCC2)cc1	91	93	92	85	109	96	98	92
FC(F)(F)c1ccc(-c2nc(-c3nc4ccc(Cl)cc4[nH]3)c3ccccn23)cc1	95	95	.	72	94	82	.	80
O=C1c2ccc3c4c(ccc(c24)C(=O)N1CCCN=C=S)C(=O)N(CCCN=C=S)C3=O	124	48	110	101	100	104	91	96
Cc1ccc(-c2nn(-c3ccccc3)cc2/C=C/c2nnc(-c3ccc(Cl)cc3Cl)o2)cc1	65	96	94	70	96	99	.	84
Cn1cc(C2=C(c3cn(C)c4ccccc34)C(=O)OC2)c2ccccc21	71	97	73	91	90	86	90	87
Cc1cc(Nc2ncnc3ccc(NC4=NC(C)(C)CO4)cc23)ccc1Oc1ccn2ncnc2c1	22	12	42	21	8.9*	19	9.0*	11
CCOC(=O)C1(c2ccccc2)SC(C(=O)OCC)(c2ccccc2)S1 (stereo not drawn)	104	100	.	106	111	100	103	97
O=C(/C=C1\C=CN(CCCCF)c2ccccc21)n1ccc2ccccc21	93	96	91	104	101	99	91	106
CN1CCCN(C(=S)S)CC1	99	53	.	101	104	81	79	102
N/N=C(\N)NC(=O)c1ccccc1	.	91	99	92	99	112	69	93
C/C(=C(/Cl)C(=O)Nc1ccccc1C(=O)O)c1ccc(Cl)cc1	102	102	85	103	104	95	85	90

Taken from above:
`S=C(N/N=C\c1ccccc1Cl)N/N=C/c1ccccc1Cl` | M14: 111
`COC(=O)CC(=O)c1cccc([N+](=O)[O-])c1` | HOP-92: 103

Additional compounds
SMILES	HOP-62	CCRF-CEM	EKVX	A549/ATCC	M14	SK-MEL-5	HOP-92	LOX IMVI
O=C(O)/C=C/c1ccccc1Cl	93&102	107&101	93&96	100	99&101	96&100	111&101	100&92
O=c1c2cc(F)ccc2oc2c(NCCNCCO)nc3ccccc3c12	35	31	51	45	60	62	38	14
CCCCC(c1ccccc1)N(C)CC(O)c1ccc(Cl)cc1 (stereo not drawn)	81	82	93	88	58	92	36	52
O=C(NCCc1ccc(O)c(O)c1)c1sccc1Nc1ccnc(C(F)(F)F)c1	129	79	.	106	92	93	89	85

A second format for part of the listing above.
mol: COc1ccc(-c2nc(-c3ccccc3O)cn3ccnc23)cc1
  HOP-62: 78; CCRF-CEM: 85; EKVX: .; A549/ATCC: 91; M14: 75; SK-MEL-5: 74; HOP-92: 84; LOX IMVI: 75

mol: CCCCCCCCCCC(O)CCCCCCCCCC
  HOP-62: 106; CCRF-CEM: .; EKVX: .; A549/ATCC: .; M14: 122; SK-MEL-5: 103; HOP-92: 127; LOX IMVI: 93

mol: O=C(Cn1nncc1CN1C(=O)CSC1=O)Nc1ccc(O)cc1
  HOP-62: 101; CCRF-CEM: 110; EKVX: 93; A549/ATCC: 106; M14: 99; SK-MEL-5: 103; HOP-92: 112; LOX IMVI: 95
